# KB-3-1 tox: KB-3-1 parental cell cytotoxicity | KB-3-1 viability, CellTiter-Glo ATP luminescence, 72 h | 400,000 tested, 1.4% active | Potency, µM (top dose mostly 46.1 µM), without a hit: at the highest dose activity change, negative = cytotoxic, most hits filed as cytotoxic; also: % is scaled to controls: 0 for no effect and ±100 for the full control effect; nearly all actives have a fitted effect of over 60% in size
#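 Using CellTiter-Glo luminescence, growth of non-resistant KB-3-1 adenocarcinoma cells is assessed 72 h after pin-tool compound addition at 37 °C. Normalized responses across the concentration series yield fitted curves.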
# KB-V1 cytotox: kills drug-selected multidrug resistant KB-V1 cells; KB-V1 MDR cells viability, CellTiter-Glo, 72 h; Potency, µM (series often up to 46.1 µM), for the others: at the top dose activity change, negative = cytotoxicity, hits mostly cytotoxic; 400,000 tested, 3.4% active; also: % is scaled to controls: 0 for no effect and ±100 for the full control effect; nearly all actives have a fitted effect of over 60% in size
#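 Luminescent ATP read-out (CellTiter-Glo, 10 min) measures survival of drug-selected KB-V1 MDR cells after 72 h, 37 degrees C compound exposure. Medium: phenol-red-free DMEM, 10% FBS. Values from fitted concentration-response curves.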
# SW480 rereplic: DNA re-replication induction in SW480 cells | SW480 DNA re-replication, Hoechst DNA content imaging, 48 h | Potency, µM (highest dose often 46.1 µM), without a hit: top-dose re-replication activation, actives largely listed as activators | 340,000 tested, 1.8% active | AID 624297; also: % of control where 0% means no effect; nearly all actives have a fitted effect of over 55% in size
#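 250 cells/well; 23 nL cpd via pin tool; 48 hr, 37 C, 5% CO2; Hoechst 40 min; imager read of total nuclear intensity, ex 405/em 500-530 nm.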
# TDP43 rescue: rescues yeast growth from TDP-43 toxicity; TDP-43 expressing yeast growth rescue, BacTiter-Glo, 24 h; Potency, µM (titrated, usually from 46.1 µM), without a hit: at the top dose growth rescue (activation), most hits filed as activators; 410,000 tested, 1.8% active; also: % of control where 0% means no effect; nearly all actives have a fitted effect of over 50% in size
#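 Yeast expressing TDP-43 (pregrown in raffinose, seeded at OD600=0.02 in galactose medium) exposed to compounds 24 hr at 30 deg C. Growth read by BacTiter-Glo luminescence; rescue of toxicity appears as increased signal.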
# GLP-1R agonist: GLP-1 receptor (human) agonism. P43220. HEK293 GLP-1R CRE-luciferase, luminescence, 4-6 h; cells express a hypersensitive GLP-1R form. Potency, µM (doses to about 45.6 µM), for the others: at the highest dose activation, most hits filed as activators. 380,000 tested, 0.007% active. AID 624172; also: % of control where 0% means no effect
# Target sequence (P43220 whole entry, looked up): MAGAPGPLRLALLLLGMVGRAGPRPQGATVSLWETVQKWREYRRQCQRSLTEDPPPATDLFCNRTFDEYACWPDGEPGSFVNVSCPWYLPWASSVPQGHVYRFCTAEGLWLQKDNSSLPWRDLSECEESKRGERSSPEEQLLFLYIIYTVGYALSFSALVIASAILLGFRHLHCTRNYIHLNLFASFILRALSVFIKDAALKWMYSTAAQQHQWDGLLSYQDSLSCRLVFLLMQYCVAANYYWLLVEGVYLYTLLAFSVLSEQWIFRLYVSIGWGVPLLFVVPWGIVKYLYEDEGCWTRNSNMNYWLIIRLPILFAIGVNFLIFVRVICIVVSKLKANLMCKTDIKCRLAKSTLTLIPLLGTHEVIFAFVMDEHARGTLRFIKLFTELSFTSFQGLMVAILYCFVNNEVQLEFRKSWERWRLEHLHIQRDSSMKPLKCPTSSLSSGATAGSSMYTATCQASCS
# HT1080-NT tox: kills 2HG-producing HT-1080-NT fibrosarcoma cells; HT-1080-NT fibrosarcoma viability, CellTiter-Glo ATP luminescence, 48 h; Potency, µM (series often up to 46.1 µM), for inactives: top-dose activity, negative = less viability, most hits filed as cytotoxic; 360,000 tested, 1.6% active;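 also: NT is the 2HG producing partner of a matched IDH1 knockdown line; 0% = DMSO-treated cells and -100% = media-only wells without cells; nearly all actives have a fitted effect of over 55% in size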
#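 Compounds were tested in concentration-response format on HT-1080-NT cells for 48 hours at 37 degrees C. Cell viability came from CellTiter-Glo luminescence; curves were classified by r2, response magnitude and activity.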
# HT1080 IDH1KD tx: toxicity to HT-1080 IDH1 knockdown cells (counter line); Potency, µM (highest dose often 46.1 µM), inactives show top-dose activity, negative = toxicity, actives largely listed as cytotoxic; 360,000 tested, 2% active; HT-1080 IDH1 knockdown viability, ATP luminescence, 48 h;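 also: 0% = DMSO wells and -100% = cell-free medium wells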
#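 Viability of IDH1-knockdown HT-1080 fibrosarcoma cells was assessed by CellTiter-Glo after 48 h at 37 °C with titrated compound; concentration-effect curves were classified by fit quality and response size.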
# GLP1R inv ag: acts as inverse agonist at human GLP-1 receptor; P43220; HEK293 GLP-1R CRE-luciferase, luminescence, 24 h; GLP-1R form is constitutively active; Potency, µM (top dose mostly 38.3 µM), without a hit: at the highest dose activity change, negative = inhibition, most hits filed as inhibitors; 410,000 tested, 1.6% active; also: % is scaled to controls: 0 for no effect and ±100 for the full control effect; nearly all actives have a fitted effect of over 55% in size
#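 Cells are plated, allowed 12 hours at 37 deg C, then treated with compounds for 24 hr before luciferase detection reagent is added and luminescence is read after 12 min at room temperature. The HEK293 line carries constitutively active GLP-1R with a cAMP-responsive reporter.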
# GLP1R cytotox: cytotoxicity in counter-screen for GLP-1R inverse agonists; HEK293 cAMP-luciferase reporter cells, luminescence, 24 h; Potency, µM (doses to about 38.3 µM), for the others: at the top dose activity change, negative = inhibition, usual class: inhibitors; 410,000 tested, 0.13% active; AID 624418;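 also: loss of luciferase light is scored as toxicity; % is scaled to controls: 0 for no effect and ±100 for the full control effect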
#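 Quantitative HTS format, 1536 wells, 200 cells/uL seeded. Compounds: 23 nL, 24 h, 37 °C. Detection: luciferase reagent, luminescence at 12 min RT; decreased signal taken as cytotoxic.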
# Active calls of the source: *; ? = inconclusive; / = no result given; [ ] = remark or other dose. Calls follow the shape of the dose curve; as a rule, active = well fitted curve in the direction sought with a large enough effect; inconclusive = small, poorly fitted or top-dose-only effect, or another doubt; inactive = no such curve, though single readings can be large; an effect the other way counts as inactive or inconclusive. Potency is read from the fitted curve at half-maximal effect.
SMILES,KB-3-1 tox,KB-V1 cytotox,SW480 rereplic,TDP43 rescue,GLP-1R agonist,HT1080-NT tox,HT1080 IDH1KD tx,GLP1R inv ag,GLP1R cytotox
COc1ccc(CNC(=O)[C@H](C)NC(=O)C2CC(=O)N(c3ccc(OC)cc3)C2)cc1 (stereo not given in full),0%,?,-5%,6%,0%,4%,-1%,13%,-9%
Cc1ccc(NC(=O)CSc2nc(=O)n(CCCN(C)C)c3c2CCC3)c(C)c1,9%,37%,-5%,18%,-5%,6%,11%,?,-3%
O=C(CSc1nccn1-c1ccccc1)Nc1nc2ccccc2s1,-23%,-36%,/,8%,5%,/,/,-14%,25%
O=C(COc1ccccc1Cl)Nc1ccc(CN2CCCCC2)cc1,-12%,-12%,-31%[inhibitor][1.84 µM],/,23%,0%,1%,-19%,-6%
CC(C)(C)c1ccc(-c2nn(CCC#N)cc2/C=N/O)cc1,-2%,-1%,1%,7%,-6%,2%,-6%,-13%,4%
COc1ccc(N2C(=O)CS/C2=N\C(=S)Nc2ccccc2)cc1,21%,?,-10%,-14%,9%,?,-15%,13µM*,?
CCOC(=O)Cc1csc(NC(=O)COc2ccc3c(c2)CCC3)n1,2%,-6%,-5%,16µM*,-3%,-1%,7%,?,19%
CNc1c(NS(=O)(=O)c2ccc3c(c2)CCCC3)c(=O)oc2ccccc12,6%,-6%,0%,-8%,5%,8%,18%,2%,3%
COC(=O)c1ccc(N2CCOCC2)c(NC(=O)c2cccs2)c1,/,/,-1%,29%,3%,-11%,2%,1%,-1%
COc1ccc2c(c1)c(CC(=O)Nc1ccccc1OC)c(C)n2C(=O)c1ccc(Cl)cc1,?,?,0%,-9%,15%,0%,-14%,10µM*,6%
Cn1c(=O)c2[nH]c(CCC3CCCC3)nc2n(C)c1=O,-24%,23µM*,-2%,2%,4%,1%,1%,24%,79%[activator]
CCOc1cc(/C=N\NC(N)=O)cc(Br)c1OC(C)C,7.3µM*,12µM*,?,4%,13%,-6%,-10%,22%,75%[activator]
CCc1ccc(N(C(=O)CNC(=O)c2ccco2)C(C(=O)NC2CCCC2)c2ccncc2)cc1 (stereo not given),-2%,-11%,0%,8%,6%,4%,-2%,-8%,-14%
CC(=O)Nc1cc(C)nn1-c1nc(C)cc(C)n1,-1%,1%,0%,9%,-6%,9%,17%,0%[0.307 µM],-1%[0.307 µM]
COc1ccc(C(=O)N/C(=C\c2cccc3ccccc23)C(=O)N2CCN(C)CC2)cc1,-2%,0%,-26%,-8%,-6%,-3%[9.24 µM],-8%,?,-12%
O=C(Nc1ccccc1Cl)c1sccc1-c1ccccc1,1%,-13%,18%,-4%,16%,-2%,-19%,?,9%
O=C(CN(Cc1ccco1)C(=O)CCC(=O)Nc1nccs1)NCc1ccccc1,4%,3%,0%,5%,-7%,7%,2%,-9%,-8%
N#Cc1c(NC(=O)/C=C/c2ccco2)sc2c1CCCC2,0.41µM*,1µM*,?,-8%,3%,0.58µM*,?,-34%,-31%
N#CC1(Nc2ccc(S(N)(=O)=O)cc2)CCCC1,23%,-25%,14%,-9%,6%,?,?,15%,27%
Cc1nc2ccsc2c(=O)n1-c1ccc(Cl)cc1,-9%,-2%,3%,-14%,2%,14%,22%,-12%,0%
CCOC(=O)C(=N/O)/C(C)=N/NC(C)=O,21%,4%,-3%,-27%,9%,9%,7%,7%,-11%
COc1cc2[nH]c3c(=O)n(CCN(C(C)C)C(C)C)cnc3c2cc1OC,7%,-5%,-3%[9.22 µM],9%,-1%,-3%,0%,?,?
O=C(CSc1nc(-c2cccs2)cc(C(F)(F)F)n1)NCCCn1ccnc1,-5%,-18%,-3%,-30%,-3%,-2%,1%,3%,0%
O=C1CCC(C(=O)OCc2nnc(-c3ccc(Cl)cc3)o2)=NN1,5%,7%,2%,0%,-18%,3%,18%,10%,12%
CN1CCN(c2oc(-c3ccccc3F)nc2S(=O)(=O)c2ccc(Cl)cc2)CC1,6%,?,13%,-6%,5%,2%,-1%,?,7%
COC(=O)c1ccc(Cn2nnc3c(=O)[nH]c(C4CCN(S(=O)(=O)c5ccc(F)cc5)CC4)nc32)cc1,-4%,-1%,-14%,14%,-1%,10%,7%,9%,-12%
CC1CN(S(=O)(=O)c2cccc(C(=O)NCc3ccccn3)c2)CC(C)O1 (stereo not given),-22%,-17%,-30%[inhibitor],5%,-3%,13%,11%,-4%,6%
COCc1cc(C)nc(SCc2ccccc2Cl)c1C#N,1%,4%,-31%[inhibitor],-6%,-1%,-2%,-5%,?,5%
CC1CN(C(=O)CCC(=O)NCc2ccccc2)c2ccccc2S1 (stereo not given),23%,0%,-13%,17%,4%,12%,1%,?,-9%
COc1ccc(CNc2nc3ccccc3n2CCN2CCCCC2)cc1,8%,-30%,-3%,-15%,14%,-18%,-21%,10µM*,?
Cn1c(=S)n(/N=C/c2cccs2)c2ccccc21,20%,-27%,-16%,13%,19%,-4%,0%,15%,?
O=[N+]([O-])c1ccc(S(=O)(=O)Nc2nc(-c3ccccc3)cs2)cc1,-18%,?,-4%,-12%,1%,-5%,-5%,?,-10%
O=c1[nH]nc(SC2CCCCC2)c(=O)[nH]1,-3%,-12%,1%,-18%,0%,3%,-1%,25%,1%
COc1cc(CCC(C)NCc2ccccc2)ccc1O (stereo not given),4%,2%,-4%,0%,35%,-2%,7%,20%,-6%
COc1cc(OC)cc(C2=NCCN2)c1,3%,10%,-5%,5%,10%,5%,8%,13%,-4%
COc1cccc(/C=N/NC(=O)c2cccc3ccccc23)c1,-9%,-14%,9%,-19%,-1%,-12%,-17%,4%,-9%
O=S(=O)(Nc1cccc(-n2cnnn2)c1)c1ccc(F)cc1,-9%,-12%,-60%[inhibitor],-14%,4%,-8%,-5%,21%,21%
CC(C)CNC(=O)c1oc2ccccc2c1COc1ccccc1,-3%,-21%,23%,-6%,19%,8%,0%,5µM*,-9%
O=C(CC1C(=O)OCCN1Cc1ccccc1)Nc1cccc(C(F)(F)F)c1 (stereo not given),27%,4%,/,18µM*,/,/,/,-26%,-9%
O=C(NN=C1CCCC1)c1cc(Br)ccc1O,1%,0%,23%,17%,-6%,-7%,-4%,2%,0%
COc1ccc([C@@H]2CC=C(C(=O)O)[C@H](c3ccccc3)N2S(=O)(=O)c2ccc(C)cc2)cc1OC,4%,19%,12%,11%,7%,7%,10%,2%,-17%
N#Cc1ccc(OCC(O)CN2CCN(C(c3ccccc3)c3ccccc3)CC2)cc1 (stereo not given),18%,20%,28%,-3%,13%,?,-28%,7.1µM*,-19%
Nc1nc(SCc2nc3sc4c(c3c(=O)[nH]2)CCCC4)n[nH]1,15%,13%,-3%,15%,17%,7%,6%,90%[activator],1%
CC(C)Oc1nc(-c2ccc(Cl)cc2)nc2ccccc12,1%,-13%,-36%,-4%,-3%,3%,-3%,11%,17%
CCCCNC(=O)CSc1nc2ccccc2c(=O)n1CCNC(C)=O,11%,7%,-13%,0%,-8%,-2%,1%,2%,4%
CCc1ccccc1N1CC(C(=O)Nc2cc(C)on2)CC1=O (stereo not given),11%,4%,-3%,-7%,5%,?,7%,-4%,-3%
COc1ccccc1CNC(=O)C1CCN(C(=O)NC2CCCCC2)CC1,-5%,0%,-100%[inhibitor],12%,1%,3%,-3%,9%,2%
COc1ccc(C(C)=O)cc1COC(=O)c1ccc(OCc2c(C)noc2C)cc1,8%,-4%,-1%,12%,-1%,0%,-14%,1%,-25%
O=C(NNc1c2ccccc2nc2ccccc12)c1cc2ccccc2cc1O,?,?,-2%,0%,-27%,?,?,?,?
CCCc1cc2c(cc1NC(=O)c1ccccc1Cl)OCO2,-3%,0%,-3%,5%,11%,-1%,-1%,-25%,10%
Cc1ccc2cc(C)c3nnc(SCC(=O)c4cccs4)n3c2c1C,-16%,-5%,-3%,?,15%,1%,4%,5%,0%
COc1ccc(/C=N/NC(=O)c2ccccc2O)cc1Cn1cc(Cl)cn1,-19%,-25%,0%,-6%,-13%,-8%,-5%,0%,-19%
CC(C)CN(C(=O)CSc1n[nH]c(-c2cccs2)n1)C1CCS(=O)(=O)C1 (stereo not given),2%,-11%,3%,3%,6%,-4%,-6%,1%,50%[activator]
COc1cc(/C=C2\C(=N)N3N=C(S(C)(=O)=O)SC3=NC2=O)cc(OC)c1OCCOc1ccccc1C,-4%,-3%,-5%,-3%,-3%,20%,14%,?,15%
O=C(CNC(=O)c1ccccc1)NCC(O)c1ccc([N+](=O)[O-])cc1 (stereo not given),23%,27%,2%,-8%,1%,21%,19%,26%,4%
c1ccc(-c2cc(N3CCCCC3)nc(-c3ccccc3)n2)cc1,?,1%,-2%,-10%,-10%,0%,-2%,-8%,4%
CCCCCC(=O)Cc1cc(O)cc2c1C(=O)Oc1cc(O)c(C(=O)O)c(CCCCC)c1O2,0%,?,16%,5%,4%,8%,7%,?,-3%
CCCCN(C=O)c1c(CC)nc2c(OCc3cccc(Cl)c3)cccn12,0%,3%,/,24%,10%,-4%,-22%,?,-6%
CCn1c(CNS(=O)(=O)c2ccc(Cl)cc2)n[nH]c1=S,4%,2%,1%,-8%,2%,11%,15%,5%,-7%

# Limited to HT1080-NT tox, for some of the entries so far:
canonical_smiles	HT1080-NT tox
COc1ccc([C@@H]2CC=C(C(=O)O)[C@H](c3ccccc3)N2S(=O)(=O)c2ccc(C)cc2)cc1OC	7%
CCc1ccccc1N1CC(C(=O)Nc2cc(C)on2)CC1=O (stereo not given)	?
Nc1nc(SCc2nc3sc4c(c3c(=O)[nH]2)CCCC4)n[nH]1	7%

# Outcome played no part in choosing rows; overall some 9.4% were active at least once.
